# DAX1 inh-1: inhibitors of DAX1 repression of SF-1 activated StAR promoter; 370,000 tested, 1.1% active; AID 652010; HEK293T StAR-luciferase reporter, SF-1/DAX-1 repression relief; inhibition, % at 6.8 µM;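 active means inhibition above the mean over all tested compounds plus 3 SD, cut at about 3.6% in these data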;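 further: 0% = DAX-1 cells with DMSO and 100% = cells lacking DAX-1 with DMSO; higher inhibition means more luminescence from relief of DAX-1 repression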
# DAX1 inh-2: inhibits human nuclear receptor DAX1. 340,000 tested, 0.99% active. HEK293 Gal4-DAX1 luciferase reporter, luminescence. P51843. AID 504766. inhibition, % at 6.75 µM;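 active means inhibition above the mean over all tested compounds plus 3 SD, cut at about 4.2% in these data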;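 further: 0% = DAX1-transfected cells with DMSO and 100% = empty-vector control cells with DMSO; inhibition shows as a rise in luminescence from relieved DAX1 repression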
# SMARCA2 act: activators of SMARCA2 function; activation, % at 9.1 µM; MG213 cells, MMTV-luciferase reporter, dexamethasone, overnight; AID 652017; 370,000 tested, 1% active; in the data active means activation above about 7.8%;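 further: 0% = vehicle wells and 100% = reference activator wells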
# FXN GAA850 act: increases GAA850 frataxin promoter reporter activity; HEK293 lucGAA850 FXN promoter luciferase reporter, 24 h; percent of 10 µM SAHA response; activation, % at 6 µM; 360,000 tested, 0.56% active;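 active means activation above the average of all compounds screened plus 3 SD, cutoff fixed separately per campaign, cut at about 7.5% in these data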;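 further: 0% = DMSO wells and 100% = 10 µM SAHA wells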
# hcDAF-12 act: activates DAF-12 receptor from parasite H. contortus | HEK293 hcDAF-12 lit1-tk-luc reporter, luminescence; 0% DMSO, 100% Δ7-dafachronic acid | 370,000 tested, 1.4% active | activation, % at 6.8 µM;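 active means activation above the mean of all tested compounds plus 3 SD, cut at about 5.5% in these data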;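 further: 100% = response to 3 µM Δ7-dafachronic acid high control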
# sPLA2-III inh: Inhibits HGIII-sPLA2 liposome hydrolysis, primary screen. inhibition, % at 12.2 µM. 370,000 tested, 0.56% active. QFRET BODIPY PC-A2 liposome hydrolysis, fluorescence;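 active means inhibition above mean plus 3 SD of compounds lying within the high and low control bounds, cut at about 19% in these data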;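 further: 0% = median of test compound wells and 100% = no enzyme DMSO wells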
# NPR2 activator: GC-B (human) receptor activation; HEK293-GC-B cells, CNP EC30, cGMP TR-FRET; 0% at EC30 CNP, 100% saturating CNP; activation, % at 10 µM; 370,000 tested, 0.11% active; AID 1920062;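 active means activation at 10 µM reaching about 35% in either raw or pattern-adjusted values, limit read from the data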
# ADAM10 inh: ADAM10 inhibition, QFRET primary screen. recombinant ADAM10, EDANS/DABCYL FRET peptide cleavage, 3 h. inhibition, % at 7 µM. 370,000 tested, 0.62% active;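 active means inhibition above a per-campaign cutoff equal to the mean of compounds falling between control-based bounds plus 3 SD, cut at about 20% in these data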;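 further: 0% = DMSO wells while the 100% control is not disclosed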
# NPR1 activator: GC-A (human) enzyme activation; P16066; activation, % at 10 µM; HEK293 GC-A cells, cGMP TR-FRET, EC30 ANP; 0% at EC30 ANP, 100% saturating ANP; AID 1671463; 370,000 tested, 0.14% active; in the data active means activation above about 40%
# Target sequence (P16066 whole entry, looked up): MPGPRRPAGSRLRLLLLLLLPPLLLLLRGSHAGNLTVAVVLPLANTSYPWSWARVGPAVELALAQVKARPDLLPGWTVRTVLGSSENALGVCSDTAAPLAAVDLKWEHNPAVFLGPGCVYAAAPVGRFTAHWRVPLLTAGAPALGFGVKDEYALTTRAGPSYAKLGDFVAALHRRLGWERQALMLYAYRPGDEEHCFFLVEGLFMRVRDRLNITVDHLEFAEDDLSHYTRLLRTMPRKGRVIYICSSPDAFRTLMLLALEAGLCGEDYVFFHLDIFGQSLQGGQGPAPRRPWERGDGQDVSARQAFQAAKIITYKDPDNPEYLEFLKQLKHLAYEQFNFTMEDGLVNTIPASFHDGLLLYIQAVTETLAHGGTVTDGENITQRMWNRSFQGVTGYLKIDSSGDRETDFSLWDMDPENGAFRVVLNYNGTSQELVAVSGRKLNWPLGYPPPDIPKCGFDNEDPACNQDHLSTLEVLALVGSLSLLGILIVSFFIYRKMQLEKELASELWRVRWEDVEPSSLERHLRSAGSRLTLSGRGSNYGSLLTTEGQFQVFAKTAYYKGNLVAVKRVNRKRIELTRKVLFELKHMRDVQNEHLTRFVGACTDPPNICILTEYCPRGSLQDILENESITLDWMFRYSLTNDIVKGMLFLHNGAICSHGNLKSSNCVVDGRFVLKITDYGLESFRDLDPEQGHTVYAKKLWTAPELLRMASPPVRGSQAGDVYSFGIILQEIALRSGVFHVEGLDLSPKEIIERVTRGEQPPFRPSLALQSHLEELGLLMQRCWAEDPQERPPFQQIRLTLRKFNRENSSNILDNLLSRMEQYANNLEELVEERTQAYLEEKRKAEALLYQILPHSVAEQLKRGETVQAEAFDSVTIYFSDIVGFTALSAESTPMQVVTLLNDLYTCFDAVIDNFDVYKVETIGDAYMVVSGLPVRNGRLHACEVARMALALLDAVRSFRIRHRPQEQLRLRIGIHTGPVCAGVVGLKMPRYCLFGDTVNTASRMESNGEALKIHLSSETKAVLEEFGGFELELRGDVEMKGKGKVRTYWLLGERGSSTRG
# hgDAF-12 ag: agonists of H. glycines DAF-12 nuclear receptor. 370,000 tested, 1.8% active. HEK293 GAL4-hgDAF12 UAS-luciferase reporter, agonist luminescence; normalized to butyrate control. activation, % at 6.8 µM;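 active means activation above a cutoff set at the mean of all screened compounds plus 3 SD, cut at about 10% in these data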;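 further: 0% = DMSO wells and 100% = sodium butyrate wells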
# ssDAF12 agonist: activates DAF-12 receptor from parasite S. stercoralis; HEK293 ssDAF-12/GRIP1 lit1-tk-luc reporter, luminescence; % of 3 µM dafachronic acid response; activation, % at 6.8 µM; 370,000 tested, 1% active;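 active means activation above the mean over all tested compounds plus 3 SD, cut at about 0.9% in these data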;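 further: 0% = DMSO-only wells and 100% = 3 µM delta7-dafachronic acid wells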
# An asterisk follows results filed as active; · = not tested or not shown. The order is random. Share with any hit: about 6.6%.
SMILES,DAX1 inh-1,DAX1 inh-2,SMARCA2 act,FXN GAA850 act,hcDAF-12 act,sPLA2-III inh,NPR2 activator,ADAM10 inh,NPR1 activator,hgDAF-12 ag,ssDAF12 agonist
CSc1ccc(CCNS(=O)(=O)c2csc(C(N)=O)c2)cc1,-0.4,0.2,-2,1.0,-0.3,-22,1,-10,1,-0.1,-1.1
CCCCn1nnnc1C(c1ccccc1)N1CCN(c2ccc(F)cc2)CC1 (stereo unspecified),0.1,·,-1,·,-2.5,-1,1,0,-2,-0.4,-1.3
Cc1ccc(N2CCN(S(=O)(=O)c3c(C)noc3C)CC2C)cc1 (stereo unspecified),-0.1,0.6,3,1.7,-2.3,8,4,6,3,0.8,-0.2
Cc1cccc(C)c1NC(=O)CSc1nc(-c2ccco2)cc(C(F)(F)F)n1,0.3,-0.8,-4,-4.1,0.4,6,0,-11,57*,-0.7,-1.1
COC(=O)C1=C(C)Nc2sc(C(N)=O)c(N)c2C1c1ccncc1 (stereo unspecified),0.1,-1.8,3,2.3,-0.1,4,-1,-227,-4,-0.3,-1.6
O=C(/C=C/c1ccccc1)N(Cc1cccs1)C1CCS(=O)(=O)C1 (stereo unspecified),0.1,0.3,-4,1.2,1.1,7,-3,1,-5,0.4,-1.1
CCCCN(C)CCn1c(=S)[nH]c2cc(OCC)c(OCC)cc2c1=O,0.3,-0.6,-2,1.4,-1.3,0,0,-1,-1,-0.6,-1.7
CCC(=O)NC(Cc1ccccc1)c1nc2ccccc2[nH]1 (stereo unspecified),-0.4,4.2*,2,1.1,0.8,1,-3,1,-5,-3.0,-0.5
CCc1cc([N+](=O)[O-])cc(CC)c1N,0.0,0.7,1,1.7,-0.5,1,-7,9,-3,-1.6,-1.5
COc1ccc(NC(=O)N(C)C[C@H]2Oc3c(NS(=O)(=O)c4ccc(OC)cc4)cccc3C(=O)N([C@H](C)CO)C[C@@H]2C)cc1,0.3,0.7,0,-1.4,-1.0,1,0,3,-2,-1.9,-1.1

# Entries listed so far that bear a hit mark in DAX1 inh-2.
Structure	DAX1 inh-1	DAX1 inh-2	SMARCA2 act	hcDAF-12 act	sPLA2-III inh	NPR2 activator	ADAM10 inh	NPR1 activator	ssDAF12 agonist
CCC(=O)NC(Cc1ccccc1)c1nc2ccccc2[nH]1 (stereo unspecified)	-0.4	4.2*	2	0.8	1	-3	1	-5	-0.5

# Remaining list, next part.
SMILES,DAX1 inh-1,DAX1 inh-2,SMARCA2 act,FXN GAA850 act,hcDAF-12 act,sPLA2-III inh,NPR2 activator,ADAM10 inh,NPR1 activator,hgDAF-12 ag,ssDAF12 agonist
COc1cccc(C(=O)Nc2ccc3c(c2)C(=O)N(CC2CCCO2)C3=O)c1 (stereo unspecified),-2.3,-0.5,0,0.3,2.0,-3,2,-50,7,3.5,-0.8
COc1ccc(C(=O)Nc2ccccc2)cc1S(=O)(=O)NCc1ccco1,-0.1,0.2,-2,-2.4,-0.3,12,0,-2,0,1.1,-1.2
O=C(Nc1ccc(Cl)cc1)C(c1ccccc1)N1CCOCC1 (stereo unspecified),-0.9,-1.0,-2,0.1,0.2,5,-4,-8,-3,-1.9,-1.6
COC(=O)C1=C(C)OC(N)=C(C#N)C1c1cccnc1 (stereo unspecified),-0.6,0.3,0,0.1,-1.2,0,-2,3,0,-1.1,-1.0
Cc1cc(=O)oc2c1c(C)nn2-c1ccc(Cl)cc1,-0.1,0.8,0,-0.2,3.4,0,2,-8,21,0.3,0.5
Cc1nn(-c2ccccc2)c(C)c1C(=O)OCc1ccc(C#N)cc1,-0.5,1.3,-1,3.1,-3.0,-9,-1,-3,4,-0.8,-1.6
Cc1noc(C)c1NC(=O)N(C)C[C@H]1Oc2ccc(NC(=O)NC(C)C)cc2C(=O)N([C@H](C)CO)C[C@@H]1C,0.4,-0.3,1,-0.9,-0.3,12,4,-1,2,2.8,-1.3
Cc1ccc(CONC(=O)c2ccc(OC(F)F)cc2)cc1,0.8,0.4,5,1.7,0.2,-18,3,1,1,1.8,-1.2
Cc1cc(C)n2ncc(C(=O)NC3CCCCC3)c2n1,-0.2,0.3,2,2.7,0.7,-2,3,-117,3,-0.8,-1.8
C=CCOC(=O)Nc1c(C(=O)OC)[nH]c2ccccc12,0.5,0.0,1,5.4,3.6,-4,-2,-11,-1,0.1,0.5
CC(=O)Nc1cccc(NC(=O)CCNC(=O)c2ccccc2)c1,-0.5,1.3,-2,4.5,-0.8,3,2,8,4,6.1,-0.9
CCOC(=O)C1(CCCc2ccccc2)CCN(C(=O)CCc2cnn(C)c2)CC1,0.6,-1.4,2,1.6,-2.3,-5,-2,-3,-2,-1.5,-2.3
N#Cc1c(Cl)cccc1N1CCSCC1,0.3,·,0,·,-2.0,6,-2,-133,1,-3.3,-1.3
O=C(Nc1ccc(F)cc1F)c1ccc(COc2c(F)c(F)cc(F)c2F)o1,0.3,0.9,-1,-1.1,0.2,-11,3,-1,4,1.7,-1.7
COc1ccc(C(NC(=O)c2c(F)c(F)c(F)c(F)c2F)c2ccccc2)cc1 (stereo unspecified),-0.3,-0.2,-5,1.3,-1.1,0,-26,2,-30,2.8,-1.3
O=C(NCc1cccnc1)c1ccc(CN2CCc3ccccc3C2)cc1,-1.7,-0.1,-3,0.2,-0.7,-8,-1,0,-2,-0.5,-1.8
COc1ccc(C(=O)OCC(=O)Nc2ccc([N+](=O)[O-])cc2OC)c(O)c1,0.6,0.2,1,1.8,-1.2,-1,0,4,-5,1.4,-1.0
COc1cc(/C=N/n2c(C3CCCCC3)n[nH]c2=S)cc(Br)c1O,-0.2,-0.4,-2,0.5,-1.2,2,-6,-1,2,0.4,-1.2
COC(=O)c1c(C)nc2c(c(SC)nn2-c2ccccc2)c1N,0.6,0.9,-3,-0.2,-1.3,0,-4,-20,4,-0.8,-1.1
COc1ccc(C(=O)Nc2ccc(S(=O)(=O)N3CCCCC3C)cc2)c(OC)c1OC (stereo unspecified),-1.7,-2.3,-7,-4.4,-4.6,-15,6,10,3,-6.0,-2.4
O=c1[nH]cnc2c1ncn2-c1ccc(N(CCO)CCO)cc1,-0.9,3.3,-1,1.8,1.3,0,4,-6,2,-3.0,-0.1
CC1=C(C#N)C(c2cccnc2)C2=C(N1)c1ccccc1C2=O (stereo unspecified),-1.0,0.1,1,1.6,0.2,2,-4,-8,-1,0.2,-1.7
CCOc1ccc(-n2c(SCC(=O)Nc3cc4oc5ccccc5c4cc3OC)nnc2-c2cccc(Cl)c2)cc1,-2.3,·,-3,·,-0.1,3,2,3,1,3.9,0.6
CCN(CC(=O)Nc1ccc2c(c1)OCCO2)Cc1cc(=O)oc2cc(C)c(C)cc12,-0.7,-0.7,-4,-3.6,-1.5,-4,-6,6,-11,-3.1,-1.4
CCOC(=O)CCCCCC(=O)Nc1ccc2c(c1)C(=O)N([C@H](C)CO)C[C@@H](C)[C@@H](CN(C)C(=O)CCC(F)(F)F)OCCCC[C@H](C)O2,1.1,-0.6,-7,-0.8,1.9,-8,1,-1,5,2.0,-0.4
COc1cc(NC(=O)COC(=O)/C=C/c2ccccc2Cl)cc(OC)c1,-0.5,1.1,-1,0.7,-0.1,-6,-2,5,2,0.7,-0.8
O=C(NCc1ccc(F)cc1)C(c1ccc(Cl)cc1)N(C(=O)c1csnn1)C1CC1 (stereo unspecified),0.6,0.6,-2,0.1,-1.6,-1,-9,-2,-25,1.6,-1.0
CC(C)NC(=O)CC(=O)NN=C1CCCCC1,-1.1,-0.9,-1,0.8,-0.6,-6,-1,0,-2,-2.9,-1.7
COc1ccc(OC2C(=O)N(c3cc(C)ccc3C)C2c2ccc(OC)c(OC)c2)cc1 (stereo unspecified),-0.4,-0.6,-3,0.7,-1.8,-7,-2,6,-6,-3.2,-1.3
COC(=O)C1CCC(=O)N1C(c1ccc(OC)cc1)c1cc(OC)c(OC)c(OC)c1 (stereo unspecified),6.2*,1.0,0,-2.1,-0.2,0,-1,-7,-1,-4.5,-1.1
Cc1ccccc1N(C(=O)c1ccccn1)C(C(=O)NCc1ccccc1)c1cccnc1 (stereo unspecified),-0.5,-1.4,4,-1.1,-2.5,2,-2,6,-3,0.1,-1.1
O=C(NCCN1CCOCC1)c1ccc(CS(=O)(=O)c2ccc(Br)cc2)o1,0.2,2.3,-1,0.1,-0.7,4,1,-11,1,1.9,-0.5
CC1(C)Cc2cccc(OCC(=O)OCC(=O)NCc3ccccc3)c2O1,1.4,0.3,1,3.1,-1.7,-6,2,-6,-2,-1.6,-0.6
Cc1ccc2cccc(S(=O)(=O)n3nc(C)cc3C)c2n1,-0.9,1.6,-2,-0.8,-1.7,0,1,-5,2,-2.5,-0.8

# 4 records drawn at random from those above, as already listed:
SMILES,DAX1 inh-1,DAX1 inh-2,SMARCA2 act,FXN GAA850 act,hcDAF-12 act,sPLA2-III inh,NPR2 activator,ADAM10 inh,NPR1 activator,hgDAF-12 ag,ssDAF12 agonist
Cc1ccccc1N(C(=O)c1ccccn1)C(C(=O)NCc1ccccc1)c1cccnc1 (stereo unspecified),-0.5,-1.4,4,-1.1,-2.5,2,-2,6,-3,0.1,-1.1
O=C(NCCN1CCOCC1)c1ccc(CS(=O)(=O)c2ccc(Br)cc2)o1,0.2,2.3,-1,0.1,-0.7,4,1,-11,1,1.9,-0.5
CC1(C)Cc2cccc(OCC(=O)OCC(=O)NCc3ccccc3)c2O1,1.4,0.3,1,3.1,-1.7,-6,2,-6,-2,-1.6,-0.6
Cc1ccc2cccc(S(=O)(=O)n3nc(C)cc3C)c2n1,-0.9,1.6,-2,-0.8,-1.7,0,1,-5,2,-2.5,-0.8

# Profiles, quoted from the list. Screens in order: DAX1 inh-1 | DAX1 inh-2 | SMARCA2 act | FXN GAA850 act | hcDAF-12 act | sPLA2-III inh | NPR2 activator | ADAM10 inh | NPR1 activator | hgDAF-12 ag | ssDAF12 agonist
# O=C(NCCN1CCOCC1)c1ccc(CS(=O)(=O)c2ccc(Br)cc2)o1 is listed with 0.2 | 2.3 | -1 | 0.1 | -0.7 | 4 | 1 | -11 | 1 | 1.9 | -0.5
# Cc1ccc2cccc(S(=O)(=O)n3nc(C)cc3C)c2n1 is listed with -0.9 | 1.6 | -2 | -0.8 | -1.7 | 0 | 1 | -5 | 2 | -2.5 | -0.8
# Cc1ccccc1N(C(=O)c1ccccn1)C(C(=O)NCc1ccccc1)c1cccnc1 (stereo unspecified) is listed with -0.5 | -1.4 | 4 | -1.1 | -2.5 | 2 | -2 | 6 | -3 | 0.1 | -1.1
